Screening data deposited in PubChem BioAssay by several laboratories.
DPM-DC inhibit: blocks S. pneumoniae diphosphomevalonate decarboxylase; purified DPM-DC, PK/LDH coupled NADH fluorescence; calls only at 10 µM; AID 556; hit rate 0.49% among 65,000;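 active means the 320 compounds with the highest percent inhibition in the single-dose primary screen, excluding strongly autofluorescent ones, cut at about 32% in these data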;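 further: kinetic rate of NADH fluorescence loss reporting ADP formed by the decarboxylase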
HPDE-C7 cytotoxicity: cytotoxicity in HPDE-C7 cells, cell-based, fluorescence, HTS (AID 430) | HPDE-C7 pancreatic duct cells viability, fluorescence; higher % means a stronger effect | one-dose cytotoxicity, % at 10 µM; EC50 in µM for titrated hits | hit rate 1.8% among 63,000;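 further: cells exposed to compound for 48 hours before viability readout; 0% = vehicle and 100% = reference cytotoxic drug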
LYP phosphatase: inhibition of human PTPN22 tyrosine phosphatase – biochemical, DiFMUP fluorescence, recombinant catalytic domain, 10 µM, primary screen (AID 606). inhibition, % at 10 µM; hits with a dose series show IC50 in µM. 52,000 tested, under 10 active. recombinant LYP catalytic domain, DiFMUP fluorescence; higher % means a stronger effect;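 active means IC50 under 40 µM in the dose-response test; inactive means IC50 of 40 µM or more, or never dose-tested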
HT1080 cytotoxicity: HT1080 cell viability loss – fluorescence readout (AID 620) | HT1080 viability, fluorescence; higher % means a stronger effect | cytotoxicity, % at 10 µM, or EC50 in µM where a hit was titrated | hit rate 0.42% among 87,000;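 further: cells exposed to compound overnight then 4 h with Alamar Blue; 0% = vehicle DMSO and 100% = killing control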
Spn PMK inh: inhibitors of Streptococcus pneumoniae phosphomevalonate kinase | inhibition, % at 10 µM | purified PMK, PK/LDH-coupled NADH absorbance 340 nm | hit rate 0.49% among 65,000;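 active means top-ranked compounds by inhibition in the single 10 µM screen, taking a fixed number of the strongest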;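 further: 0% = full reaction with DMSO carrier and 100% = background rate without enzyme reaction; no value below 0 was filed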
TNAP inhibition: inhibition of tissue-nonspecific alkaline phosphatase – biochemical, luminescent (AID 518); purified TNAP enzyme, luminescent substrate readout; higher % means a stronger effect; inhibition, % at 20 µM; hits with a dose series show IC50 in µM; hit rate 0.09% among 64,000; in the data active means a potency from the dose series; inactive means the rest, 99 in 100 with inhibition below about 22%;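 further: plate controls were vehicle for no effect and reference inhibitor for full effect; many of its hits are not listed in these tables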
MK inhibit: S. pneumoniae mevalonate kinase inhibition. purified MK, PK/LDH-coupled NADH absorbance 340 nm. inhibition, % at 10 µM. AID 555. hit rate 0.48% among 65,000;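 active means ranked among the strongest by inhibition in the single 10 µM screen, a fixed top-ranked set picked for dose follow-up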; further: no value below 0 was filed
KRASV12 cytotoxicity: cytotoxicity in KRAS-transformed pancreatic duct cells, primary screen, cell-based, fluorescence, HTS (AID 431); hit rate 1.7% among 63,000; HPDE-C7K KRASV12 cells, Alamar Blue viability, 48 h; higher % means a stronger effect; one-dose cytotoxicity, % at 10 µM; EC50 in µM for titrated hits;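 active means compounds whose percent cytotoxicity in the single-dose primary screen, scaled between solvent and toxic-drug controls, exceeds 50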;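 further: 0% = DMSO solvent wells and 100% = doxorubicin-treated wells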
Bfl-1 displacement: displacement of Bid BH3 peptide from Bfl-1 – biochemical, fluorescence polarization, FITC-Bid, mouse, primary screen (AID 432); FITC-Bid BH3 peptide fluorescence polarization displacement; higher % means a stronger effect; displacement, % at 20 µM; hits with a dose series show IC50 in µM; hit rate 0.02% among 64,000; in the data active means a potency from the dose series; inactive means the rest, 99 in 100 with displacement below about 15%; further: strong numbers were not always called active
Spn PMK inh pilot replicates: second read-out of Spn PMK inh, no call of its own (marks repeat the call); inhibition, %; measured here: pilot screen replicates
MK inhibit pilot replicates: second read-out of MK inhibit, no call of its own (marks repeat the call); inhibition, %; measured here: pilot screen replicates
DPM-DC inhibit pilot screen %: further read-out of DPM-DC inhibit, marked with its call; inhibition, %; measured here: pilot screen trials
* = called active by the depositor; i = inactive; · = not tested or not shown. Unless noted, no stated cut-off is given here; in the data, active means cytotoxicity above about 50%; inactive means the rest.

SMILES | DPM-DC inhibit | HPDE-C7 cytotoxicity | LYP phosphatase | HT1080 cytotoxicity | Spn PMK inh | TNAP inhibition | MK inhibit | KRASV12 cytotoxicity | Bfl-1 displacement | others
CN1CC(=O)N/C1=N\C(=O)Nc1ccc2c(c1)N(C)C(=O)CS2 | i | -16% | 13% | · | 1 | -10% | 12 | -15% | -2%
CC(=O)OC1CC(C)(C)N(OC(=O)c2ccccc2)C(C)(C)C1 | i | -1% | 12% | 3% | 11 | -3% | 7 | -5% | -2%
O=C(CNC(=O)c1ccco1)OCc1ccc(C(=O)Oc2ccccc2)cc1 | i | -3% | 8% | · | 6 | 4% | 16 | 2% | -2%
COCCn1cc(C(=O)N2CCC(C)CC2)c2c3ccccc3n(C)c2c1=O | · | 1% | 13% | 2% | 9 | 13% | 8 | 3% | -4%
CCOc1ccccc1CN(Cc1ccco1)S(=O)(=O)c1ccc(-n2cnnn2)c(OC)c1 | i | 56%* | -2% | 25% | 8 | 13% | 7 | 53%* | 5% | Spn PMK inh pilot replicates=0.0;MK inhibit pilot replicates=0.0;DPM-DC inhibit pilot screen %=0.5
CNc1cc(-n2nc(C)cc2-c2ccccc2)ncn1 | i | -18% | -7% | 2% | 2 | 8% | 8 | -22% | 7%
Cc1ccccc1NC(=O)CSC(N)=O | i | -9% | 5% | -1% | 0 | -2% | 6 | -8% | -2%
Brc1ccc(-c2cn3cccnc3n2)cc1 | · | -2% | -3% | 9% | 14 | 14% | 3 | -6% | 9% | Spn PMK inh pilot replicates=0.5;MK inhibit pilot replicates=0.0
C=C(c1ccc(O)cc1)c1ccc(O)cc1 | i | -13% | 2% | 10% | 13 | 13% | 12 | 12% | -2% | Spn PMK inh pilot replicates=0.0;MK inhibit pilot replicates=0.0;DPM-DC inhibit pilot screen %=2.5
O=C1CC(N2CCN(c3ccc(S(=O)(=O)N4CCOCC4)cc3)CC2)C(=O)N1Cc1ccccc1 (stereo unspecified) | i | -1% | -2% | 0% | 7 | -1% | 9 | -10% | -4%
O=c1cc(N2CCc3ccccc3C2)[nH]c(=O)n1-c1ccc(Cl)cc1 | i | -22% | -7% | 4% | 9 | 2% | 11 | -12% | -5%
CCc1ccccc1N1CSC2=C(C#N)C(c3cc(OC)c(OC)cc3OC)CC(=O)N2C1 (stereo unspecified) | i | 6% | 2% | -19% | 15 | 12% | 31 | 17% | -4%
CC(C)Cn1c(N)c(C(=O)CSc2nnnn2-c2ccc(Cl)cc2)c(=O)n(C)c1=O | i | 4% | -2% | -7% | 10 | 8% | 3 | 8% | 1%
COc1ccccc1NC(=O)c1cccc(NC(=O)c2ccco2)c1 | i | 11% | 10% | 2% | 8 | 4% | 12 | -14% | -2%
COc1cc(CC(=O)OC2CCOC2=O)cc(OC)c1OC (stereo unspecified) | i | · | 9% | 2% | 15 | · | 2 | · | ·
CCOC(=O)c1[nH]c(C)c(C(=O)Nc2ccc(C)cc2C)c1C | i | 52%* | -10% | 53%* | 7 | 14% | 0 | 47% | 2% | Spn PMK inh pilot replicates=3.0;MK inhibit pilot replicates=2.5;DPM-DC inhibit pilot screen %=2.5
CCOc1ccc(C(=O)N2CCCC2)cc1OC | i | 6% | 3% | 4% | 1 | 4% | 8 | 8% | -6%
Cc1cc(C)cc(-n2ccnc2SCC(=O)Nc2nccs2)c1 | i | 6% | 8% | 22% | 11 | 6% | 0 | -6% | -7%
CC1CCc2nc(NC(=O)c3ccco3)sc2C1 (stereo unspecified) | i | -14% | -12% | 0% | 0 | 11% | 3 | -5% | -11%
Cc1ccc(-c2cc(C(=O)NCCN3CCOCC3)no2)cc1 | i | -12% | 13% | 3% | 5 | 9% | 2 | 2% | 2% | Spn PMK inh pilot replicates=0.0;MK inhibit pilot replicates=0.0;DPM-DC inhibit pilot screen %=0.0
COc1ccc(CNC(=O)CCCNS(=O)(=O)c2cccc3nonc23)cc1 | i | -11% | 14% | 0% | 7 | 3% | 6 | -6% | -3%
Nc1nnnn1/N=C/C(Br)=C/c1ccccc1 | i | 2.4µM* | 3% | 8% | 10 | 12% | 13 | 2.9µM* | 6%
O=C(Nc1ccccc1-c1nc2ccccc2s1)c1ccco1 | i | 4% | -3% | -14% | 0 | 12% | 0 | 8% | -1%
COc1ccc(S(=O)(=O)N2CCCC2C(=O)NCc2cccs2)cc1 (stereo unspecified) | i | -17% | · | -9% | 8 | 1% | 7 | -22% | 10%
CCCCOC(=O)CCc1n[nH]c(=O)[nH]c1=O | i | -3% | 14% | 6% | 9 | -2% | 6 | -1% | -2%
O=C(CCCn1c(=S)[nH]c2ccc(Br)cc2c1=O)N1CCN(c2ccccn2)CC1 | i | 24% | -2% | 0% | 3 | 6% | 5 | 8% | -3%
c1ccc(CN2CCN(c3nc4ccccc4n4cnnc34)CC2)cc1 | i | -3% | 5% | 0% | 4 | 10% | 0 | 2% | -2%
O=C(C1CC1)N1CCc2cc(Br)cc(S(=O)(=O)NCC3COc4ccccc4O3)c21 (stereo unspecified) | i | 14% | · | -11% | 0 | 6% | 11 | 11% | -4%
Cn1c(=O)cc(SCC(=O)Nc2ccccn2)c2ccccc21 | i | 5% | · | -4% | 13 | -3% | 7 | 10% | -2%
C=CCc1cc(OC)ccc1OCC(O)CN1CCN(c2ccc(OC)cc2)CC1 (stereo unspecified) | i | 7% | 11% | -15% | 11 | 7% | 16 | 17% | 0% | Spn PMK inh pilot replicates=5.0;MK inhibit pilot replicates=4.5;DPM-DC inhibit pilot screen %=7.0

Arranged by length of the SMILES (highest first): some entries from above
SMILES | DPM-DC inhibit | HPDE-C7 cytotoxicity | LYP phosphatase | HT1080 cytotoxicity | Spn PMK inh | TNAP inhibition | MK inhibit | KRASV12 cytotoxicity | Bfl-1 displacement | others
O=C1CC(N2CCN(c3ccc(S(=O)(=O)N4CCOCC4)cc3)CC2)C(=O)N1Cc1ccccc1 (stereo unspecified) | i | -1% | -2% | 0% | 7 | -1% | 9 | -10% | -4%
O=c1cc(N2CCc3ccccc3C2)[nH]c(=O)n1-c1ccc(Cl)cc1 | i | -22% | -7% | 4% | 9 | 2% | 11 | -12% | -5%
C=CCc1cc(OC)ccc1OCC(O)CN1CCN(c2ccc(OC)cc2)CC1 (stereo unspecified) | i | 7% | 11% | -15% | 11 | 7% | 16 | 17% | 0% | Spn PMK inh pilot replicates=5.0;MK inhibit pilot replicates=4.5;DPM-DC inhibit pilot screen %=7.0
CCOC(=O)c1[nH]c(C)c(C(=O)Nc2ccc(C)cc2C)c1C | i | 52%* | -10% | 53%* | 7 | 14% | 0 | 47% | 2% | Spn PMK inh pilot replicates=3.0;MK inhibit pilot replicates=2.5;DPM-DC inhibit pilot screen %=2.5
COc1cc(CC(=O)OC2CCOC2=O)cc(OC)c1OC (stereo unspecified) | i | · | 9% | 2% | 15 | · | 2 | · | ·
CCCCOC(=O)CCc1n[nH]c(=O)[nH]c1=O | i | -3% | 14% | 6% | 9 | -2% | 6 | -1% | -2%
Cc1ccccc1NC(=O)CSC(N)=O | i | -9% | 5% | -1% | 0 | -2% | 6 | -8% | -2%

(continued)
SMILES | DPM-DC inhibit | HPDE-C7 cytotoxicity | LYP phosphatase | HT1080 cytotoxicity | Spn PMK inh | TNAP inhibition | MK inhibit | KRASV12 cytotoxicity | Bfl-1 displacement | others
CCCCOC(=O)C(C#N)c1nc2ccccc2nc1N1CCN(Cc2ccc3c(c2)OCO3)CC1 (stereo unspecified) | i | -20% | · | -6% | 8 | 22% | 0 | -10% | 13%
O=C(COC(=O)c1ccco1)NCC1CCCO1 (stereo unspecified) | i | -18% | 5% | 5% | 18 | 8% | 1 | -8% | -4%
COc1ccc(OCC(=O)N2CCN(C(=O)COc3ccc(Br)cc3)CC2)cc1 | i | -21% | -1% | 3% | 16 | 13% | 0 | 1% | 9% | Spn PMK inh pilot replicates=3.5;MK inhibit pilot replicates=2.0;DPM-DC inhibit pilot screen %=3.5
CCCn1c(SCC(=O)N2CCCc3ccccc32)nnc1-c1ccco1 | i | 0% | 16% | 3% | 9 | 9% | 5 | -5% | -5%
Cc1ccc(C(=O)NCCn2cc(SCC(=O)Nc3cc(C)on3)c3ccccc32)cc1 | i | 4% | 4% | 5% | 4 | 8% | 2 | 8% | -4%
O=C(NCc1cccnc1)C1CCCN(S(=O)(=O)c2ccc(Cl)cc2)C1 (stereo unspecified) | i | 2% | 4% | 5% | 15 | 19% | 0 | 4% | -1% | Spn PMK inh pilot replicates=3.5;MK inhibit pilot replicates=0.0;DPM-DC inhibit pilot screen %=0.0
Cc1cc(C)cc(OCC(=O)Nc2cccc(-c3nc4ncccc4o3)c2)c1 | i | 5% | 9% | · | 12 | 10% | 9 | 12% | -4%
CCOC(=O)Cc1csc(NC(=O)c2cccs2)n1 | i | -16% | 2% | 0% | 3 | 8% | 10 | -18% | 7%
CCn1cc(C(=O)NCCCOC)c(=O)c2cc(S(=O)(=O)N(C)C)ccc21 | i | -15% | 8% | 7% | 12 | 8% | 8 | -6% | -4% | Spn PMK inh pilot replicates=0.0;MK inhibit pilot replicates=1.0;DPM-DC inhibit pilot screen %=0.0
Cc1ccccc1-n1c(C)nnc1SCc1nc2ccccc2s1 | i | -2% | 8% | 7% | 17 | 6% | 1 | 3% | -5%
CCCN1C(=O)c2cc(C(=O)O)ccc2C1O (stereo unspecified) | i | -4% | 2% | 0% | 1 | 15% | 38 | -6% | 2% | Spn PMK inh pilot replicates=1.5;MK inhibit pilot replicates=12;DPM-DC inhibit pilot screen %=1.5
O=S(=O)(c1ccccc1)c1nc(-c2ccco2)oc1NCc1ccco1 | i | 0% | 9% | 9% | 4 | 6% | 6 | -4% | -4%
c1ccc(-c2noc(-c3ccc4ccccc4c3)n2)nc1 | i | 4% | 14% | 8% | 6 | 15% | 6 | -8% | -14%
CC(C)(C)C(=O)/C=c1\[nH]c(=O)/c(=C\c2ccc(C#N)cc2)s1 | i | 5% | · | -8% | 11 | 19% | 2 | -12% | -4%
Cc1ccc(S(=O)(=O)N2CCC(C(=O)N[C@H](C(=O)NCc3ccco3)C(C)C)CC2)cc1 | i | 5% | · | -2% | 10 | 4% | 6 | 0% | -7%
O=C(CN1C(=O)c2ccccc2C1=O)NCC1COc2ccccc2O1 (stereo unspecified) | i | -6% | 10% | 6% | 7 | 10% | 8 | -10% | -8% | Spn PMK inh pilot replicates=0.0;MK inhibit pilot replicates=2.5;DPM-DC inhibit pilot screen %=0.0
Cc1ccc(S(=O)(=O)c2cc3c(=O)n4cccc(C)c4nc3n(Cc3ccco3)c2=N)cc1C | i | 33% | · | 7% | 8 | 4% | 6 | 39% | 6%
COC(=O)c1cc(Br)c(=O)n(CC(C)C)c1 | i | 8% | · | -2% | 12 | 18% | 5 | 6% | 3%
C/C=C/CSc1nc2c(c(=O)[nH]c(=O)n2C)n1Cc1ccc(C)cc1 | i | -6% | -3% | -1% | 0 | 15% | 6 | -18% | -8% | Spn PMK inh pilot replicates=0.5;MK inhibit pilot replicates=1.5;DPM-DC inhibit pilot screen %=0.0
